Screening data deposited in PubChem by Sanford-Burnham Center for Chemical Genomics.
Gli-Sufu block = antagonists of Gli-Sufu signaling. Sufu-KO-LIGHT fibroblasts, Gli luciferase reporter luminescence. inhibition, % at 5 µM. actives 0.74% (n = 340,000);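 active = inhibition above about 55%, limit read from the data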;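 note: 0% = DMSO-treated cells and 100% = wells with medium but no cells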
CXCR6 inh = inhibitors of human CXCR6 receptor. CHO-K1 PathHunter CXCR6 beta-arrestin, luminescence. inhibition, % at 20 µM. actives 0.36% (n = 360,000); in the data active = inhibition above about 34%, passing the limit was not always enough;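 note: antagonist mode with CXCL16 agonist at 10 nM final; 0% = 10 nM CXCL16 with DMSO and 100% = unstimulated wells without agonist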
Target sequence (O00574 whole entry, looked up): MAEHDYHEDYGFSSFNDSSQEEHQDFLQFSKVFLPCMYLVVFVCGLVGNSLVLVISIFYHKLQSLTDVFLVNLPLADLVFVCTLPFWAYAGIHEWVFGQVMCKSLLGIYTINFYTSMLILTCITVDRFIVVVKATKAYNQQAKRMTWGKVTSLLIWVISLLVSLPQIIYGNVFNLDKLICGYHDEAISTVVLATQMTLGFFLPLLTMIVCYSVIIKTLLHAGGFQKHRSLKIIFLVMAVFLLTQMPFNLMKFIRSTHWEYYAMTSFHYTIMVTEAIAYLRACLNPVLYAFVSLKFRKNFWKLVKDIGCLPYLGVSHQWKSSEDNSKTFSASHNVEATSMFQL
APJ ag = activates the human apelin receptor APJ; AID 2520; actives 0.11% (n = 330,000); P35414; CHO-K1 APJ PathHunter beta-arrestin, luminescence; 0% DMSO wells, 100% apelin; activation, % at 20 µM;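 active = activation more than six SD over the plate average, tested at 20 µM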;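 note: 0% = DMSO alone and 100% = apelin-13 at 10 nM; some results filed as inactive read as strong as hits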
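Test system – PathHunter CHO-K1 APJ (AGTRL-1) beta-arrestin reporter cells · Input – 1000 cells/well · Compound – single test compound dose, 20 µM final, 1% DMSO · Times – compound stimulation 90 min at 25 °C, detection 60 min · Technique – beta-gal luminescence · Read-out basis – APJ–arrestin association signal · Control set – negative DMSO alone, positive Apelin-13 at 10 nM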
UBC13 inh = inhibitors of human UBC13 polyubiquitin chain formation | inhibition, % at 20 µM | AID 485273 | actives 0.47% (n = 330,000) | P61088 | TR-FRET; in the data active = inhibition above about 45%, passing the limit was not always enough
APJ antagonist = blocks the human apelin receptor APJ; P35414; CHO-K1 APJ beta-arrestin complementation, luminescence; inhibition, % at 20 µM; actives 0.32% (n = 330,000); AID 2521;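 active = inhibition above about 40% at 20 µM, limit read from the data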;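 note: cells challenged with 10 nM apelin-13 agonist together with compound; plate controls were apelin-13 plus DMSO wells for no effect and DMSO wells lacking apelin-13 for full effect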
CCR6 antagonist = CCR6 (human) receptor antagonism; P51684; CHO-K1 CCR6 PathHunter beta-arrestin, luminescence, CCL20-stimulated; inhibition, % at 20 µM; actives 0.49% (n = 340,000);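 active = compounds whose inhibition of the agonist-driven luminescence signal at 20 µM reaches about 50%, limit read from the data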;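 note: cells stimulated with CCL20 at 14 nM final; plate controls were DMSO with CCL20 for no effect and DMSO without agonist for full effect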
Target sequence (P51684 whole entry, looked up): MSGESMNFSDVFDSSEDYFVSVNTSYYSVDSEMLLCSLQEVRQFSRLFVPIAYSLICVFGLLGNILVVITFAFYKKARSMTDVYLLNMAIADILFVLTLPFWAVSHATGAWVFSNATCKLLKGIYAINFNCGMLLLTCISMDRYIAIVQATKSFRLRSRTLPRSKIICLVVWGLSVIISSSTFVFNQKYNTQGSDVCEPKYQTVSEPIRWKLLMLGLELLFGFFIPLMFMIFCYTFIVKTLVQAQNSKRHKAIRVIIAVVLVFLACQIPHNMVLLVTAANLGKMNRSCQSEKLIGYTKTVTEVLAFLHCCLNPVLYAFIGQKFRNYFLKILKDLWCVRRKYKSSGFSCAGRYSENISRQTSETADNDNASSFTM
ATG4B inhibitor = inhibitors of human ATG4B cysteine protease | ATG4B cleavage of LC3-PLA2, NBD-HPC fluorescence, 1 h | inhibition, % at 8.33 µM | actives 0.51% (n = 340,000) | Q9Y4P1; in the data active = inhibition above about 40%
EBI2 antag = antagonists of human EBI2 receptor. P32249. EBI2 beta-arrestin recruitment, luminescence, 7a,25-OHC stimulated. inhibition, % at 5 µM. actives 0.81% (n = 360,000). AID 651636; in the data active = inhibition above about 38%;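 note: enzyme fragment complementation signal reports receptor beta-arrestin coupling in cells; 0% = agonist plus DMSO wells and 100% = wells without agonist; some results beyond the cut were filed as inactive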
Target sequence (P32249 whole entry, looked up, the tested form may be a part): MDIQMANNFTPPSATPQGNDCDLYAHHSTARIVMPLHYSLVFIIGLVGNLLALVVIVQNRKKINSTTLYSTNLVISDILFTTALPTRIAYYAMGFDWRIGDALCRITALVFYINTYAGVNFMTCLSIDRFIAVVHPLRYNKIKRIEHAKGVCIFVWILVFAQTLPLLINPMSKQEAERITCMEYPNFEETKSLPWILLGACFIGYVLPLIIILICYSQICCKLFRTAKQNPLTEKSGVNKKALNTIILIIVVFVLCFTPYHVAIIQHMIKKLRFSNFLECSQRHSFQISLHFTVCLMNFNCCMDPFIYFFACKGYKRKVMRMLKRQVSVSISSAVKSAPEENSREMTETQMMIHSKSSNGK
An asterisk follows results filed as active; / = no result given.

Below each SMILES: APJ antagonist | APJ ag | Gli-Sufu block | UBC13 inh | ATG4B inhibitor | CXCR6 inh | EBI2 antag | CCR6 antagonist
O=C(NCCCSc1ccccc1)c1ccc(=O)[nH]c1
→ 20.4 | 7.4 | -5.2 | -2.8 | -5.0 | 1.0 | 7.3 | -6.8
O=C(CN1CCN(CC(=O)Nc2ccccc2F)CC1)Nc1ccc2c(c1)OCCO2
→ 19.1 | -2.4 | -3.1 | 9.9 | 7.0 | 5.4 | 13.7 | -0.9
CN1CCC(N(C)S(=O)(=O)c2ccc(C(C)(C)C)cc2)CC1
→ -2.8 | -2.0 | 5.7 | 3.3 | 9.2 | -7.8 | 6.5 | 2.4
CC(=O)c1ccc(NC(=O)COC(=O)c2nc(Cl)ccc2Cl)cc1
→ 6.0 | -1.8 | 2.7 | -12.2 | -3.0 | -1.5 | 2.5 | -3.2
Nc1nonc1-n1nnc(C(=O)O)c1-c1cccs1
→ -20.6 | 5.3 | 17.0 | -1.2 | 8.7 | -7.0 | 0.8 | -9.6
CCN1CCCC1CNC(=O)Cn1nc(C)n2c(cc3cc(C)ccc32)c1=O (stereo not drawn)
→ 9.2 | 2.3 | -23.2 | -10.0 | 2.5 | 1.7 | -7.0 | 1.6
NC(=O)CSC1=Nc2ccccc2C2=NC(c3ccccc3)C(=O)N12 (stereo not drawn)
→ 26.1 | -3.8 | -0.8 | 7.3 | -2.6 | 8.4 | -2.1 | 20.6
O=C(NC(O)C(=O)c1ccccc1)c1cccs1 (stereo not drawn)
→ 48.1* | -11.4 | 3.5 | 2.2 | -9.1 | 20.9 | -1.7 | 40.8
COc1ccc(C(=O)NC(C)c2nnc(SCc3ccc(Cl)c(Cl)c3)n2C)cc1 (stereo not drawn)
→ 8.3 | -3.6 | -2.6 | 9.8 | -9.3 | 0.1 | -6.8 | 2.1
CC(C)C(=O)Nc1ccnc(-c2cccnc2)n1
→ 20.9 | 0.9 | 5.8 | -14.8 | -4.2 | -3.3 | -3.6 | 2.5
CN1CCC(N(C)S(=O)(=O)c2ccc(Cl)cc2)CC1
→ 5.3 | 0.1 | -1.0 | -1.9 | 3.2 | -4.1 | -3.1 | 20.1
O=C(c1ccccc1)c1ccc2ccccc2n1
→ 4.5 | -0.2 | -23.5 | -6.6 | 5.2 | -0.8 | -7.4 | 11.3
CC1CCCC(N2CCN(C(=O)c3ccc(F)cc3)CC2)C1 (stereo not drawn)
→ 5.8 | -4.5 | 18.6 | -3.6 | -5.5 | 3.6 | 1.6 | -10.7
CCC1Oc2nc(SC)nnc2-c2ccccc2N1C(=O)c1ccccc1 (stereo not drawn)
→ 6.7 | -1.0 | -103.7 | -7.2 | -0.3 | 2.1 | -6.7 | -18.8
Cc1ccc(C)c(NC(=O)CSc2nnc(C)c(=O)n2N)c1
→ 3.9 | -2.2 | 5.7 | -4.8 | 3.1 | 12.4 | -13.7 | -17.9
CCOC(=O)c1ccc(-n2c(CN3CCN(CCO)CC3)nc3ccc([N+](=O)[O-])cc3c2=O)cc1
→ -42.8 | 1.7 | 5.5 | 0.2 | -10.6 | -6.1 | -9.3 | -0.4
Cc1ccc(C)c(S(=O)(=O)N2CCCC2CNC(=O)C(=O)NCc2ccccn2)c1 (stereo not drawn)
→ -11.2 | 3.7 | -3.8 | -1.2 | -1.3 | 5.3 | -1.5 | 0.5
O=C(Nc1cc(S(=O)(=O)N2CCCC2)ccc1Cl)c1ccncc1
→ -4.6 | -1.4 | 5.6 | 5.3 | -3.1 | -5.5 | -3.5 | 5.4
CCCC(NC(=O)CCl)c1ccccc1 (stereo not drawn)
→ 13.5 | 0.4 | 5.0 | 3.5 | 12.8 | 0.5 | -8.3 | 12.0
COc1cccc(Oc2nc(N)ncc2[N+](=O)[O-])c1
→ 11.9 | -1.6 | 16.8 | -9.6 | 1.4 | 1.9 | -24.3 | 15.3
COc1ccc(C(=O)NCC(c2ccco2)N2CCc3ccccc32)cc1 (stereo not drawn)
→ -38.8 | -1.0 | 18.9 | 2.6 | 3.9 | 6.0 | -8.3 | 8.9
CC(=O)Nc1ccc(NC(=O)N(c2ccccc2)c2ccccc2)cc1
→ 14.7 | -4.8 | -19.2 | 8.1 | -5.8 | -6.5 | -3.2 | 3.4
CC(C)c1nc2sc3c(c2c(=O)o1)CCCC3
→ 16.0 | -2.5 | 11.9 | -8.2 | 3.2 | -4.8 | -11.6 | 17.4
CCOC(=O)c1c(NC(=O)CSc2nc3ccccc3c(=O)n2-c2ccccc2)sc(C(C)=O)c1C
→ 0.9 | -1.0 | 8.8 | 26.7 | -1.3 | 9.2 | -1.9 | 10.4
Cc1cc(OCCCCCNCCO)cc(C)c1Cl
→ -0.8 | -4.6 | 1.8 | 20.9 | 0.9 | -1.9 | -11.3 | 3.0
COc1cc(OC)c(-c2nc3ccccc3s2)cc1OC
→ 6.5 | -0.6 | -8.0 | 16.6 | -13.6 | 1.2 | 14.0 | 8.0
COc1cccc(C2CCCN2Cc2nc(-c3sccc3C)oc2C)c1 (stereo not drawn)
→ 25.6 | -1.8 | 11.0 | 2.3 | 6.0 | 14.4 | 4.9 | -2.6
CC(C)N(C(=O)COC(=O)c1cccc(C(=O)OCC(=O)N(C(C)C)C(C)C)n1)C(C)C
→ -8.6 | -0.2 | -5.2 | -4.8 | -6.7 | -1.1 | -8.8 | -3.8
CC(Oc1ccccc1)C(=O)NNC(=O)c1cccs1 (stereo not drawn)
→ 9.9 | -3.0 | 0.8 | 4.6 | -5.5 | -6.0 | -3.0 | -1.5
O=C1CC(=O)N(Cc2ccco2)C(=O)N1
→ 8.3 | 2.3 | 4.7 | 13.3 | -1.9 | -0.9 | -4.7 | 1.9

Limited to UBC13 inh and ATG4B inhibitor (2 entries from above):
compound | UBC13 inh | ATG4B inhibitor
COc1cc(OC)c(-c2nc3ccccc3s2)cc1OC | 16.6 | -13.6
CCCC(NC(=O)CCl)c1ccccc1 (stereo not drawn) | 3.5 | 12.8

(next part)
Below each SMILES: APJ antagonist | APJ ag | Gli-Sufu block | UBC13 inh | ATG4B inhibitor | CXCR6 inh | EBI2 antag | CCR6 antagonist
Cc1cc(C)n(S(=O)(=O)c2ccccc2)n1
→ 6.8 | 0.2 | 1.4 | 0.7 | 3.4 | -2.5 | 1.1 | 9.7
CCN(C#N)c1nc(N(C)C)nc(N(C)C)n1
→ 6.0 | -1.2 | -0.1 | -0.9 | -5.6 | 0.6 | 4.2 | 1.1
O=C(CN1C(=O)C(=O)N(Cc2ccco2)C1=O)NC1CCCCC1
→ -8.3 | -4.0 | 0.1 | 3.6 | 0.2 | -0.9 | -3.0 | -7.7
COc1ccc(OCC(=O)OCC(=O)NCc2ccco2)cc1
→ -11.2 | -1.8 | 8.4 | -10.2 | -2.7 | -1.5 | 1.3 | 5.1
Cc1cccc(-n2nnnc2SCC(=O)Nc2ccc(N3CCN(C)CC3)cc2)c1
→ 12.6 | -1.7 | 1.4 | 8.1 | 1.3 | 4.5 | -3.5 | 2.2
COc1ccccc1CNC(=O)COC(=O)c1ccccn1
→ -11.2 | -8.3 | 1.5 | -2.4 | -1.2 | -5.1 | -4.3 | -1.2
O=C(NN1C(=O)C2C(C1=O)C1C=CC2C12CC2)c1cccnc1 (stereo not drawn)
→ 14.3 | -2.1 | -2.0 | 0.8 | -5.1 | -5.4 | -10.9 | -1.4
O=C(NC1CCCCC1)c1cc(-c2ccccn2)nc2ccccc12
→ -3.3 | -1.0 | 3.6 | -6.7 | -11.4 | 7.1 | -8.6 | 8.9
CC1(C)CC(=O)CC(C)(C)N1OC(=O)c1ccncc1
→ -18.8 | -3.1 | 5.0 | 6.5 | 1.9 | -8.8 | -6.8 | 4.4
O=C(NCc1cccs1)C1CCN(S(=O)(=O)c2ccccc2F)CC1
→ 5.4 | -1.5 | 1.5 | 3.8 | -0.7 | 13.3 | -7.8 | 7.8
CCOC(=O)N1CCN(C(=O)COC(=O)CSc2ccc([N+](=O)[O-])cc2)CC1
→ 0.7 | 3.6 | -4.7 | -6.1 | -2.9 | -12.1 | -5.0 | -9.2
CCN(CC)c1ccc(C(=S)NCc2ccccc2)cc1
→ 4.1 | -1.2 | -2.7 | 18.6 | 3.0 | -1.1 | 1.9 | 17.1
C#Cc1ccc([C@@H]2C=C(C(=O)NC3CC3)O[C@H](OCc3ccc(CO)cc3)C2)cc1
→ 14.7 | 6.9 | -7.8 | -6.5 | 4.9 | -1.7 | -18.3 | 4.0
COC(=O)c1cc(OC)c(OC)cc1NC(=O)Cc1cccs1
→ 10.2 | -0.8 | 5.4 | 4.2 | -6.8 | 2.8 | -4.1 | 7.0
CCCOc1ccc2nc(C)c(CCC)c(SC(=N)N)c2c1
→ 12.5 | -4.3 | 2.7 | -11.0 | -8.6 | 6.3 | 0.0 | 1.4

Three compounds out of the list above, sorted by their value in UBC13 inh, ascending:
mol	UBC13 inh
O=C(NC1CCCCC1)c1cc(-c2ccccn2)nc2ccccc12	-6.7
CCOC(=O)N1CCN(C(=O)COC(=O)CSc2ccc([N+](=O)[O-])cc2)CC1	-6.1
O=C(NN1C(=O)C2C(C1=O)C1C=CC2C12CC2)c1cccnc1 (stereo not drawn)	0.8

Remaining list, next part
Below each SMILES: APJ antagonist | APJ ag | Gli-Sufu block | UBC13 inh | ATG4B inhibitor | CXCR6 inh | EBI2 antag | CCR6 antagonist
O=C(/C=C/c1cccc(C(F)(F)F)c1)Nc1cccc(C(F)(F)F)c1
→ -22.9 | 9.9 | 1.8 | -0.9 | 24.2 | -18.9 | 1.7 | 16.1
O=C(O)c1cc(-c2ccccc2)n(-c2ccc(Cl)cc2)n1
→ 7.2 | -1.1 | -2.5 | -0.8 | -3.0 | -3.3 | 1.9 | -0.4
CCc1ccc(Nc2ccc(C(=O)O)cc2[N+](=O)[O-])cc1
→ 17.7 | -3.0 | 20.1 | -22.6 | 10.0 | 13.7 | -10.9 | 19.1
Cc1ccc(C(=O)N/N=C\c2ccncc2)s1
→ 13.1 | -2.0 | -8.9 | -9.9 | -5.8 | 1.4 | -1.5 | -6.5
Cc1cc(C)cc(NC(=O)c2ccc(N3C(=O)C4CCCCC4C3=O)cc2)c1 (stereo not drawn)
→ 7.0 | 1.3 | -3.4 | -0.7 | -5.8 | 6.1 | 14.1 | 26.3
O=C(O)CCC(NS(=O)(=O)c1ccc(-c2ccccc2)cc1)C(=O)O (stereo not drawn)
→ -12.6 | 4.0 | 5.7 | 5.1 | 1.1 | 1.2 | -11.2 | 2.3
c1ccc(-c2nnnn2CCOCCn2nnnc2-c2ccccc2)cc1
→ -8.0 | -1.5 | -0.2 | 0.6 | -7.5 | -5.4 | -0.7 | -14.5
C=C(C)CNC(=S)NNC(=O)c1ccc(Br)cc1
→ -4.9 | -0.6 | -14.2 | -7.7 | 1.6 | 9.6 | -5.6 | -11.5
COc1ccc(NC(=S)NCCc2ccccc2)c(OC)c1
→ 18.0 | -2.9 | -3.2 | 1.7 | 12.9 | 1.6 | -0.6 | 14.5
CC(C)C(Nc1ccc(C(F)(F)F)cc1[N+](=O)[O-])C(=O)O (stereo not drawn)
→ 13.2 | -7.4 | -2.1 | 10.6 | 32.3 | 7.0 | 2.2 | 8.1
C=CCOc1ccc(C2/C(=C(/O)c3ccc4c(c3)CC(C)O4)C(=O)C(=O)N2CCCN2CCOCC2)cc1 (stereo not drawn)
→ -6.7 | 0.7 | 4.5 | -0.3 | -3.9 | 5.5 | 9.9 | 22.2
CCc1cc2c(=O)oc(-c3ccc(Br)cc3)nc2s1
→ 16.8 | -1.8 | -3.1 | 7.4 | -4.6 | 2.8 | -2.9 | 0.9
CCc1nnc(NC(=O)c2ccc3nc(CC)c(CC)nc3c2)s1
→ 4.8 | -3.7 | -9.0 | -6.7 | 7.9 | -9.3 | 0.7 | 6.0
COc1ccc2oc(C(=O)NCCC(C)C)c(C)c2c1
→ 8.8 | -1.8 | / | 9.7 | -0.1 | 0.2 | 2.7 | -4.8
